CatG inh: blocks human cathepsin G enzyme activity. P08311. inhibition, % at 5 µM (by protocol). AID 581. purified enzyme, AMC-tetrapeptide fluorescence, pooled mixtures. actives 0.2% (n = 62,000);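 active means inhibition above 20% in each of the two mixture wells holding the compound; inactive means inhibition of 20% or less in either well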;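 further: 0% = enzyme control without mixture and 100% = blank lacking enzyme; strong numbers were not always called active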
CatB mixtures: human cathepsin B inhibition by mixtures; actives 0.06% (n = 62,000); Purified cathepsin B, AMC dipeptide fluorescence, compound mixtures; inhibition, %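 (ten-compound pools at 5 µM per compound and 50 µM total)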; in the data active means inhibition above about 22%, passing the limit was not always enough;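 further: 0% = enzyme without compound and 100% = no enzyme blank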
CatS block: human cathepsin S inhibition. recombinant cathepsin S, AMC dipeptide fluorescence, pooled mixtures. inhibition, %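 (tested at 5 µM per compound within 10-compound mixtures)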. actives 0.06% (n = 62,000). AID 501; in the data active means inhibition above about 32%, passing the limit was not always enough;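 further: 0% = enzyme without compound and 100% = blank without enzyme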
CatB block: blocks human cathepsin B protease activity; inhibition, %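 (tested at 10 µM)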; P07858; purified cathepsin B, fluorogenic substrate, fluorescence; actives 0.1% (n = 63,000); in the data active means inhibition above about 21%;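 further: 0% = enzyme with no compound and 100% = no enzyme blank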
CatL inh: inhibitors of human cathepsin L; purified cathepsin L, fluorogenic substrate, fluorescence; inhibition, %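 (tested at 10 µM)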; P07711; actives 0.17% (n = 58,000); AID 460; in the data active means inhibition above about 45%;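 further: 0% = enzyme with no compound and 100% = no enzyme blank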
E coli RNAP: Escherichia coli RNA polymerase inhibition. P0A8V2. E. coli RNA polymerase, fluorescence transcription assay. inhibition, %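 (tested at 10 µM)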. actives 0.2% (n = 62,000); in the data active means inhibition above about 20%;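 further: 0% = enzyme without compound and 100% = no enzyme blank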
Target sequence (P0A8V2 whole entry, looked up): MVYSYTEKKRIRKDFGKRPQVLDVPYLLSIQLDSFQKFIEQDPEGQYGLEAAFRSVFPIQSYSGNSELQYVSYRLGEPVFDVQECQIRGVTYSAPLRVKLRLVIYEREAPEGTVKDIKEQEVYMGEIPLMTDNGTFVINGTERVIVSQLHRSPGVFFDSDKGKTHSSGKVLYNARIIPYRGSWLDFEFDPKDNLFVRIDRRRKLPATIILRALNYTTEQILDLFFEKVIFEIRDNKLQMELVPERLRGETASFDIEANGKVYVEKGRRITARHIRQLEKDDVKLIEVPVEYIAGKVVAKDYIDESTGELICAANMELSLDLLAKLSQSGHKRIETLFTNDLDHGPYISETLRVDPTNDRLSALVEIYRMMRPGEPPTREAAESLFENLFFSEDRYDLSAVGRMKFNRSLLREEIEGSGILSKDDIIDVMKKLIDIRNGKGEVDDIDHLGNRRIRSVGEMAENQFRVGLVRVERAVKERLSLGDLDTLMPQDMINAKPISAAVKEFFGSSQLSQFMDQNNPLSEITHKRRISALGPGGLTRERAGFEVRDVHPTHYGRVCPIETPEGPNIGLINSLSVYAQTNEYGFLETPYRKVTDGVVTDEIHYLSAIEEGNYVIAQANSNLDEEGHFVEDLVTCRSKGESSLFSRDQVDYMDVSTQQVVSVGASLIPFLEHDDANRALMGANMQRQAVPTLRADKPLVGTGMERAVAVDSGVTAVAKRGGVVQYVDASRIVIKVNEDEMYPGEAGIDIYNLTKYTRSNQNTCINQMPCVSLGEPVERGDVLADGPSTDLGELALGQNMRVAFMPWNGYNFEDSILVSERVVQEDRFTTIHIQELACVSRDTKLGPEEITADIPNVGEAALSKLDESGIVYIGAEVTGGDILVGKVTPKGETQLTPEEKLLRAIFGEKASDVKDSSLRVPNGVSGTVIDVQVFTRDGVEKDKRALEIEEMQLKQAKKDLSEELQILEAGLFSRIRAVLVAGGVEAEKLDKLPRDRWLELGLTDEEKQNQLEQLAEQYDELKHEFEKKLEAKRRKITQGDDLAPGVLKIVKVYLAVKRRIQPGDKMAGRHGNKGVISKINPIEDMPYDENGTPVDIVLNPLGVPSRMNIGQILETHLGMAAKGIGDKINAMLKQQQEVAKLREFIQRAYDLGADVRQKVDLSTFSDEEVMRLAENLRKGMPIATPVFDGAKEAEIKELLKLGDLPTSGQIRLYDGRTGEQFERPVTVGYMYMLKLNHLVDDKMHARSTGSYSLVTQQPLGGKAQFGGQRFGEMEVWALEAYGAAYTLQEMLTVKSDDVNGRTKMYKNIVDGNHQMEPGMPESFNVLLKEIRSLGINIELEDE
AP ELISA ortho: alternative pathway complement inhibition, orthogonal assay | Human serum alternative complement pathway, LPS-coated ELISA, C3 deposition; tested in compound mixtures | inhibition, % at 5 µM | actives 0.08% (n = 62,000);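 active means inhibition above 30% in each of the two pooled mixtures holding the compound, so the lower value exceeds 30%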;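 further: 0% = serum in Mg-EGTA without compound and 100% = EDTA serum blank; some compounds past the cut are filed as inactive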
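Medium: diluted human serum in Mg2+-EGTA GVB++. Assay system: human serum complement alternative pathway, C3 deposition onto LPS. Also added: Plate-bound LPS. Technique: Anti-C3 ELISA, OD 450 nm. Measure: percent inhibition. Incubation: 1 h at 37 °C. Dosing: 5 µM each compound, pools of ten, 50 µM per pool.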
FXIa mix inh: blocks human factor XIa in pooled compound mixtures. inhibition, % at 5 µM. purified FXIa, fluorogenic substrate. AID 680. actives 0.19% (n = 62,000); in the data active means inhibition above about 20%, passing the limit was not always enough;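 further: each value is inhibition by a whole ten-compound pool holding the compound; 0% = enzyme with no mixture and 100% = wells lacking enzyme; strong numbers were not always called active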
C1s block: blocks human complement C1s protease activity. actives 0.16% (n = 62,000). mean inhibition % of two 10-compound mixtures (active compounds read high), % at 5 µM (by protocol). AID 538. P09871. purified C1s, fluorogenic AMC substrate, pooled mixtures;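 active means inhibition above 20% in each of the two 10-compound mixture wells holding the compound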;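 further: 0% = enzyme wells lacking compound mixture and 100% = no-enzyme blank wells; some compounds called inactive have numbers as strong as hits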
Active calls of the source: *. Some of the compounds tested (hit frequency here may not be typical).

Results for CCc1ccccc1OCc1nnc(N)s1 ?
CatG inh: 9; CatB mixtures: 2; CatS block: -3; CatB block: 4; CatL inh: -3; E coli RNAP: 6; AP ELISA ortho: 2; FXIa mix inh: 6; C1s block: 13

Results for CCCN(Cc1cc2cc(OC)ccc2[nH]c1=O)C(=O)c1ccncc1 ?
CatG inh: 8; CatB mixtures: 4; CatS block: 6; CatB block: 3; CatL inh: 9; E coli RNAP: 10; AP ELISA ortho: -4; FXIa mix inh: 2; C1s block: -4

What do the screens show for `COc1ccc(Oc2ccc(S(=O)(=O)N3CCCCC3)cc2S(=O)(=O)N2CCCCC2)cc1`?
CatG inh: -14; CatB mixtures: 11; CatS block: -4; CatB block: 2; CatL inh: -2; E coli RNAP: -8; AP ELISA ortho: -4; FXIa mix inh: 3; C1s block: -33

How did O=C(O)COc1ccc(C(=O)Cc2ccc3c(c2)OCCCO3)c(O)c1 do in these assays?
CatG inh: -1; CatB mixtures: 1; CatS block: -3; CatB block: -4; CatL inh: -7; E coli RNAP: 0; AP ELISA ortho: 8; FXIa mix inh: 10; C1s block: -28

Results for O=C(Oc1ccc2c(c1)OCO2)c1ccncc1 ?
CatG inh: 8; CatB mixtures: -7; CatS block: 5; CatB block: 3; E coli RNAP: 4; AP ELISA ortho: -3; FXIa mix inh: -1; C1s block: 4

What do the screens show for `Cc1ccc(S(=O)(=O)N(Cc2cc3cc4c(cc3[nH]c2=O)OCCO4)CC2CCCO2)cc1` (centres undefined)?
CatG inh: 6; CatB mixtures: -6; CatS block: 2; CatB block: 3; E coli RNAP: 0; AP ELISA ortho: 4; FXIa mix inh: -1; C1s block: -10

How did CCn1c(=O)n(CC)c2cc(S(=O)(=O)NCCOc3ccccc3)c(C)cc21 do in these assays?
CatG inh: 3; CatB mixtures: -3; CatS block: -5; CatB block: 0; CatL inh: 1; E coli RNAP: 1; AP ELISA ortho: 14; FXIa mix inh: -1; C1s block: 2

Results for c1ccn2cc(CSc3nnc4ccccn34)nc2c1 ?
CatG inh: 7; CatB mixtures: 3; CatS block: -5; CatB block: 0; CatL inh: -6; E coli RNAP: 1; AP ELISA ortho: 20; FXIa mix inh: -6; C1s block: -23

Results for CCCCCn1c(CCCNC(=O)CC)nc2ccccc21 ?
CatG inh: -1; CatB mixtures: 5; CatS block: 4; CatB block: 1; E coli RNAP: 6; AP ELISA ortho: 20; FXIa mix inh: 2; C1s block: 0

What do the screens show for `N#Cc1cc(-c2ccccc2)oc1NC(=O)c1ccco1`?
CatG inh: -2; CatB mixtures: 3; CatS block: -6; CatB block: -4; CatL inh: 0; E coli RNAP: 5; AP ELISA ortho: 13; FXIa mix inh: 9; C1s block: -20

What do the screens show for `COc1ccc(-c2nnc(SCC(=O)NC(C)c3ccccc3)o2)cc1OC` (centres undefined)?
CatG inh: -9; CatB mixtures: 5; CatS block: 7; CatB block: 7; CatL inh: 0; E coli RNAP: 2; AP ELISA ortho: -11; FXIa mix inh: 2; C1s block: -50

Results for Cc1ccsc1C=Nc1c(C)n(C)n(-c2ccccc2)c1=O ?
CatG inh: 16; CatB mixtures: 0; CatS block: -2; CatB block: 1; CatL inh: -1; E coli RNAP: 4; AP ELISA ortho: 13; FXIa mix inh: 29; C1s block: 12

How did CC1(C)Cc2c(c(-c3ccccc3)[nH]c(=O)c2C#N)CO1 do in these assays?
CatG inh: 10; CatB mixtures: 2; CatS block: 9; CatB block: 7; CatL inh: 12; E coli RNAP: 7; AP ELISA ortho: 9; FXIa mix inh: 0; C1s block: 7

Results for CC(=O)c1ccc(OCC(=O)NC2CCS(=O)(=O)C2)cc1 (centres undefined) ?
CatG inh: 0; CatB mixtures: 2; CatS block: -1; CatB block: -8; CatL inh: -2; E coli RNAP: 7; AP ELISA ortho: 20; FXIa mix inh: 9; C1s block: -1

Results for Cc1ccc(-n2ncc3c(=O)[nH]c(SCC(=O)N4CCCC4)nc32)cc1C ?
CatG inh: 1; CatB mixtures: 4; CatS block: 8; CatB block: 7; CatL inh: 7; E coli RNAP: 16; AP ELISA ortho: 5; FXIa mix inh: 6; C1s block: -3

What do the screens show for `CC1(C)CC(=O)C2=C(C1)OC(N)=C(C#N)C2c1ccc(OC(=O)N2CCOCC2)cc1` (centres undefined)?
CatG inh: 9; CatB mixtures: 3; CatS block: -2; CatB block: 2; CatL inh: 3; E coli RNAP: 0; AP ELISA ortho: 16; FXIa mix inh: 8; C1s block: 6

How did CCN(CC)c1nc2n(c(=O)n1)CCN2CC do in these assays?
CatG inh: 9; CatB mixtures: 0; CatS block: -4; CatB block: 4; CatL inh: 16; E coli RNAP: 7; AP ELISA ortho: -9; FXIa mix inh: 7; C1s block: 11

How did COC(=O)c1ccc(N2C(=O)CC(NCc3ccccc3)C2=O)cc1 (centres undefined) do in these assays?
CatG inh: 7; CatB mixtures: 2; CatS block: -4; CatB block: 6; CatL inh: -13; E coli RNAP: 3; AP ELISA ortho: 17; FXIa mix inh: 4; C1s block: 15

How did Cc1cc(C)n2cc(CSc3nnnn3-c3ccccc3C)nc2n1 do in these assays?
CatG inh: 2; CatB mixtures: -4; CatS block: 13; CatB block: 0; E coli RNAP: -2; AP ELISA ortho: 9; FXIa mix inh: -3; C1s block: 1

How did O=C(CCCn1c(SCC(=O)NC2CCCC2)nc2ccccc2c1=O)NCC1CCCO1 (centres undefined) do in these assays?
CatG inh: 0; CatB mixtures: -3; CatS block: -12; CatB block: 1; CatL inh: 0; E coli RNAP: -2; AP ELISA ortho: 15; FXIa mix inh: -1; C1s block: -39

4 records drawn at random from the list so far, as already listed:
How did CCN(CC)c1nc2n(c(=O)n1)CCN2CC do in these assays?
CatG inh: 9; CatB mixtures: 0; CatS block: -4; CatB block: 4; CatL inh: 16; E coli RNAP: 7; AP ELISA ortho: -9; FXIa mix inh: 7; C1s block: 11

How did COC(=O)c1ccc(N2C(=O)CC(NCc3ccccc3)C2=O)cc1 (centres undefined) do in these assays?
CatG inh: 7; CatB mixtures: 2; CatS block: -4; CatB block: 6; CatL inh: -13; E coli RNAP: 3; AP ELISA ortho: 17; FXIa mix inh: 4; C1s block: 15

How did Cc1cc(C)n2cc(CSc3nnnn3-c3ccccc3C)nc2n1 do in these assays?
CatG inh: 2; CatB mixtures: -4; CatS block: 13; CatB block: 0; E coli RNAP: -2; AP ELISA ortho: 9; FXIa mix inh: -3; C1s block: 1

Results for Cc1ccsc1C=Nc1c(C)n(C)n(-c2ccccc2)c1=O ?
CatG inh: 16; CatB mixtures: 0; CatS block: -2; CatB block: 1; CatL inh: -1; E coli RNAP: 4; AP ELISA ortho: 13; FXIa mix inh: 29; C1s block: 12

Following part.
Results for CCCS(=O)(=O)c1cn2cccc(N)c2c1S(=O)(=O)CCC ?
CatG inh: -2; CatB mixtures: 5; CatS block: -6; CatB block: 3; CatL inh: -1; E coli RNAP: 4; AP ELISA ortho: 3; FXIa mix inh: -1; C1s block: 5

What do the screens show for `O=C(Cn1nnc(-c2ccc(S(=O)(=O)N3CCCC3)cc2)n1)NCC1CCCO1` (centres undefined)?
CatG inh: -7; CatB mixtures: 3; CatS block: -3; CatB block: 2; CatL inh: -5; E coli RNAP: 1; AP ELISA ortho: -2; FXIa mix inh: 1; C1s block: 1

What do the screens show for `CC(=O)Nc1cc2c(nc1C)nc(C)n2Cc1ccc(Br)cc1`?
CatG inh: 9; CatB mixtures: -9; CatS block: -3; CatB block: 1; CatL inh: -3; E coli RNAP: 1; AP ELISA ortho: 1; FXIa mix inh: 1; C1s block: 5

What do the screens show for `COc1cc(CN2CCN(c3cccc(Cl)c3)CC2)cc(OC)c1OC`?
CatG inh: -1; CatB mixtures: -5; CatS block: -5; CatB block: -3; CatL inh: 7; E coli RNAP: -4; AP ELISA ortho: 1; FXIa mix inh: 2; C1s block: -6

Results for O=C(CCSCCc1ccccn1)Nc1nccs1 ?
CatG inh: 10; CatB mixtures: 1; CatS block: 5; CatB block: 2; E coli RNAP: 14; AP ELISA ortho: 10; FXIa mix inh: 4; C1s block: 3

What do the screens show for `O=C(Nc1ccc(N2CCCC2)cc1)c1ccc(Br)o1`?
CatG inh: 8; CatB mixtures: 8; CatS block: 2; CatB block: 4; CatL inh: 15; E coli RNAP: 5; AP ELISA ortho: 19; FXIa mix inh: 3; C1s block: 2

How did O=S(=O)(c1ccc2c(c1)OCO2)N1CCN(c2nnnn2-c2ccccc2)CC1 do in these assays?
CatG inh: 0; CatB mixtures: 1; CatS block: 12; CatB block: 7; CatL inh: 13; E coli RNAP: 9; AP ELISA ortho: -8; FXIa mix inh: 4; C1s block: -33

Results for c1ccc(-c2noc(-c3cccs3)n2)nc1 ?
CatG inh: -17; CatB mixtures: 7; CatS block: 15; CatB block: 5; CatL inh: 0; E coli RNAP: 7; AP ELISA ortho: -21; FXIa mix inh: -7; C1s block: -37

What do the screens show for `COC(=O)C1ON2OC(C(=O)OC)C(C(=O)OC)C2C1CC(C)=O` (centres undefined)?
CatG inh: 10; CatB mixtures: 2; CatS block: 0; CatB block: 3; CatL inh: -8; E coli RNAP: 9; AP ELISA ortho: 3; FXIa mix inh: 6; C1s block: 9

Results for Cc1nn(-c2ccc(F)cc2)c2sc(C(=O)O)cc12 ?
CatG inh: 9; CatB mixtures: -8; CatS block: 6; CatB block: 2; CatL inh: -2; E coli RNAP: 11; AP ELISA ortho: -4; FXIa mix inh: -2; C1s block: -8

What do the screens show for `O=C(CCS(=O)(=O)c1cccc2nsnc12)NCc1ccccc1`?
CatG inh: 0; CatB mixtures: 6; CatS block: 14; CatB block: 10; CatL inh: 9; E coli RNAP: 6; AP ELISA ortho: -5; FXIa mix inh: -1; C1s block: -5

How did C=CCNc1ncnc2c1[nH]c1ccc(C)cc12 do in these assays?
CatG inh: -4; CatB mixtures: 0; CatS block: 15; CatB block: 3; E coli RNAP: 3; AP ELISA ortho: -16; FXIa mix inh: 1; C1s block: -23

What do the screens show for `N#Cc1nc(Cc2ccccc2)oc1NCCc1ccccc1`?
CatG inh: 10; CatB mixtures: 3; CatS block: 1; CatB block: 2; E coli RNAP: 5; AP ELISA ortho: 14; FXIa mix inh: 8; C1s block: 2

What do the screens show for `CCOC(=O)c1ccc(Oc2nc(SC)nc(N(C)C)n2)cc1`?
CatG inh: -13; CatB mixtures: 4; CatS block: -11; CatB block: 3; CatL inh: 1; E coli RNAP: 3; AP ELISA ortho: 1; FXIa mix inh: -1; C1s block: -6

How did COCCN1C(=O)c2ccc(C(=O)Nc3nccs3)cc2C1=O do in these assays?
CatG inh: 1; CatB mixtures: 7; CatS block: 1; CatB block: -3; CatL inh: 4; E coli RNAP: 4; AP ELISA ortho: 11; FXIa mix inh: 4; C1s block: 5

How did CCOCCCn1c(=NC(C)=O)c(C(=O)OCC)cc2c(=O)n3ccccc3nc21 do in these assays?
CatG inh: -43; CatB mixtures: -18; CatS block: -33; CatB block: -5; CatL inh: -335; E coli RNAP: -40; AP ELISA ortho: 5; FXIa mix inh: -40; C1s block: -148

Results for CSc1ccccc1NC(=O)Cn1c(-c2cscn2)nc2ccccc21 ?
CatG inh: 3; CatB mixtures: 9; CatS block: 9; CatB block: 1; CatL inh: 14; E coli RNAP: 12; AP ELISA ortho: 7; FXIa mix inh: 18; C1s block: 5

How did COc1ccc(OC)c(Nc2nc(N)nc(-c3cc4ccccc4o3)n2)c1 do in these assays?
CatG inh: 1; CatB mixtures: 3; CatS block: 5; CatB block: -6; CatL inh: -12; E coli RNAP: 10; AP ELISA ortho: 5; FXIa mix inh: 7; C1s block: 7

Screens deposited in PubChem by PCMD.
